Compound activity deposited in PubChem by several laboratories.
NFkB transloc inh = inhibitors of IL-1B driven NFkB p65 nuclear import, primary screen, imaging, HUVEC, IL-1B stimulus, high-content imaging. actives 0.43% (n = 94,000). inhibition, % at 2 µM. AID 796, 2007. HUVEC IL-1B NFkB p65 nuclear translocation imaging;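 active means inhibition above about 30% together with a positive call from visual inspection of the well image, limit read from the data; inconclusive means inhibition above a set limit but visual check negative; inactive means inhibition not above a set limit, visual check negative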;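 further: nuclear over cytoplasmic p65 intensity ratio measured by imaging; 0% = IL-1B stimulated DMSO wells and 100% = unstimulated DMSO wells; values of inactives mirror those of a sister screen read the other way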
NFkB transloc pot = enhancers of NFkB p65 translocation in HUVEC – imaging, IL-1B stimulus, high-content imaging, primary screen. HUVEC IL-1B NFkB p65 nuclear translocation imaging. actives 0.3% (n = 94,000). activation, % at 2 µM;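 active means activation above 40%, about the mean plus 3 SD, also judged a hit on visual image review; inconclusive means activation above 40% but not a hit on visual review; inactive means activation not above 40% and no visual hit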;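 further: percent activation is computed from the nuclear over cytoplasmic p65 intensity ratio; values of inactives mirror those of a sister screen read the other way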
MRP resist rev = reversal of MRP1-mediated doxorubicin resistance, primary screen, H69AR cells, doxorubicin co-treatment | actives 0.04% (n = 85,000) | H69AR cells + 2 uM doxorubicin, CellTiter-Glo, 72 h | AID 602, 2007 | differential viability (reversal), % at 10 µM;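 active means viability drop by adding the cancer drug above about 55%, with treated viability meeting a 40% cutoff, limit read from the data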;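 further: viability without doxorubicin minus viability with 2 µM doxorubicin for each compound; larger differential means the compound sensitizes cells more to doxorubicin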
PLAP inhibition = PLAP enzyme inhibitors, biochemical, luminescence, HTS (AID 690); purified PLAP, luminescent substrate; higher % means a stronger effect; one-dose inhibition, % at 20 µM; IC50 in µM for titrated hits; actives 0.08% (n = 96,000); in the data active means a potency from the dose series; inactive means the rest, 99 in 100 with inhibition below about 30%; further: strong numbers were not always called active
Bcl-B displacement = displacers of TR3 peptide from Bcl-B, primary screen, selectivity assay for Bfl-1 inhibitor project, biochemical, fluorescence polarization; Bcl-2-like protein 10 (Homo sapiens); FP displacement of FITC-TR3 peptide from Bcl-B; higher % means a stronger effect; displacement, % at 20 µM; hits with a dose series show IC50 in µM; actives 0.11% (n = 96,000); AID 748, 2007;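 active means displacement above 50% at 20 µM plus a fluorescence interference ratio under 1.5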;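 further: plate controls were wells without compound for no effect and wells lacking Bcl-B protein for full effect; a part of the inactive calls stands beside numbers as strong as those of hits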
MRP resist rev cytotoxicity = also measured in MRP resist rev; calls as there; viability, %; H69AR cells, CellTiter-Glo, 72 h; measured here: cytotoxicity without doxorubicin
MRP resist rev with doxorubicin = recorded beside MRP resist rev, whose call it bears; viability, %; measured here: viability with 2 uM doxorubicin; stronger effect = lower value
NFkB transloc inh cell count 2 µM = recorded beside NFkB transloc inh, whose call it bears; cell count; measured here: cells passing quality filter;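 raw number of nuclei counted in each imaged well without normalization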
NFkB transloc pot cell count 2 µM = second read-out of NFkB transloc pot, no call of its own (marks repeat the call); cell count; measured here: cells passing quality filter
Starred values were filed as active, the others as inactive; ? = inconclusive; nt = not tested or not shown.

SMILES	NFkB transloc inh	NFkB transloc inh cell count 2 µM	NFkB transloc pot	NFkB transloc pot cell count 2 µM	MRP resist rev	MRP resist rev cytotoxicity	MRP resist rev with doxorubicin	PLAP inhibition	Bcl-B displacement
C(=C\c1ccccc1)/CSc1nnc(-c2ccccc2)n1Cc1ccco1	3.7	139	-3.8	139	-39.6	17.9	57.6	-11.9%	-5.2%
Cc1ccccc1S(=O)(=O)Cc1ccc(C(=O)N2CC(C)CC(C)C2)o1 (stereo not given)	-8.4	62	8.4	62	15.3	98.5	83.3	-19.9%	4.5%
CS(=O)(=O)N1CCCC(C(=O)NCc2ccco2)C1 (stereo not given)	-15.9	161	15.9	161	-6.9	97.6	104.5	-9.0%	-7.7%
CC(C)CNC(=O)c1cccc(NC(=O)c2ccc(NC(=O)c3ccco3)cc2)c1	2.4	116	-2.4	116	-19.5	28.0	47.4	17.9%	-18.3%
COc1cccc(-n2nnnc2SCC(=O)c2ccc(NC(C)=O)cc2)c1	-3.0	90	3.0	90	-15.3	67.0	82.3	7.9%	3.2%
CCN(CC)CC(=O)N1c2ccccc2Sc2ccc(Cl)cc21	-17.6	73	17.6	73	-1.5	68.1	69.5	nt	nt
COc1ccc(Br)cc1S(=O)(=O)N(CC(=O)N1CCOCC1)c1ccccc1	-9.4	106	9.4	106	nt	nt	nt	-38.7%	15.1%
CCCOc1cccc(C(=O)O)c1	nt	nt	nt	nt	1.6	97.0	95.5	-18.4%	-10.4%
COc1ccc(C2C3=C(CC(C)(C)CC3=O)Nc3c2c(=O)[nH]c2nc(C)nn32)cc1 (stereo not given)	2.9	157	-2.9	157	nt	nt	nt	-40.2%	9.2%
N#CCC1c2ccccc2CCN1C(=O)Nc1cccc(C(F)(F)F)c1 (stereo not given)	-4.6	193	4.6	193	nt	nt	nt	14.0%	2.3%

Molecules above that contain sulfur (6):
SMILES	NFkB transloc inh	NFkB transloc inh cell count 2 µM	NFkB transloc pot	NFkB transloc pot cell count 2 µM	MRP resist rev	MRP resist rev cytotoxicity	MRP resist rev with doxorubicin	PLAP inhibition	Bcl-B displacement
C(=C\c1ccccc1)/CSc1nnc(-c2ccccc2)n1Cc1ccco1	3.7	139	-3.8	139	-39.6	17.9	57.6	-11.9%	-5.2%
Cc1ccccc1S(=O)(=O)Cc1ccc(C(=O)N2CC(C)CC(C)C2)o1 (stereo not given)	-8.4	62	8.4	62	15.3	98.5	83.3	-19.9%	4.5%
CS(=O)(=O)N1CCCC(C(=O)NCc2ccco2)C1 (stereo not given)	-15.9	161	15.9	161	-6.9	97.6	104.5	-9.0%	-7.7%
COc1cccc(-n2nnnc2SCC(=O)c2ccc(NC(C)=O)cc2)c1	-3.0	90	3.0	90	-15.3	67.0	82.3	7.9%	3.2%
CCN(CC)CC(=O)N1c2ccccc2Sc2ccc(Cl)cc21	-17.6	73	17.6	73	-1.5	68.1	69.5	nt	nt
COc1ccc(Br)cc1S(=O)(=O)N(CC(=O)N1CCOCC1)c1ccccc1	-9.4	106	9.4	106	nt	nt	nt	-38.7%	15.1%

Back to the main list, starting two compounds before the break.
SMILES	NFkB transloc inh	NFkB transloc inh cell count 2 µM	NFkB transloc pot	NFkB transloc pot cell count 2 µM	MRP resist rev	MRP resist rev cytotoxicity	MRP resist rev with doxorubicin	PLAP inhibition	Bcl-B displacement
COc1ccc(C2C3=C(CC(C)(C)CC3=O)Nc3c2c(=O)[nH]c2nc(C)nn32)cc1 (stereo not given)	2.9	157	-2.9	157	nt	nt	nt	-40.2%	9.2%
N#CCC1c2ccccc2CCN1C(=O)Nc1cccc(C(F)(F)F)c1 (stereo not given)	-4.6	193	4.6	193	nt	nt	nt	14.0%	2.3%
CC(C)(C)NS(=O)(=O)c1ccc(CCC(=O)NCc2ccc3c(c2)OCO3)cc1	-4.1	122	4.1	122	9.3	98.1	88.8	nt	nt
CCC(C)(C)n1nnnc1C(c1ccc2ncccc2c1)N1CCN(Cc2ccc3c(c2)OCO3)CC1 (stereo not given)	-21.9	132	21.9	132	-9.2	82.6	91.8	-107.6%	2.7%
O=S(=O)(Nc1ccc(-c2csc(-c3ccccc3)n2)cc1)c1ccc(F)cc1	5.0	134	-5.0	134	nt	nt	nt	-23.5%	-7.5%
CCOc1ccc(NC(=O)CSC2=C(C#N)C(c3ccc4c(c3)OCO4)CC(=O)N2)cc1 (stereo not given)	-3.4	143	3.4	143	-16.7	83.8	100.5	4.3%	-6.0%
COc1cc(-n2c(C)nc3cc(C(=O)NCCN4CCOCC4)ccc32)cc(OC)c1OC	-3.9	109	3.9	109	nt	nt	nt	-26.9%	-7.6%
COc1ccc(-c2nnc(SCC(=O)NC(C)C)n2CC2CCCO2)cc1OC (stereo not given)	nt	nt	nt	nt	11.0	102.0	91.0	-25.2%	-0.2%
CC(=C\C(=O)O)/C(=C/c1ccccc1)C(=O)O	-4.7	135	4.7	135	nt	nt	nt	17.3%	-2.8%
CCOC(=O)CN1NC2(CCCC(C)C2)NC1=S (stereo not given)	2.5	166	-2.5	166	13.5	88.6	75.1	-2.9%	-6.6%
COc1cc(NC(=S)Nc2cccnc2)cc(OC)c1OC	-55.1	134	?	nt	nt	nt	nt	-10.2%	-3.6%
COC(=O)c1cnn2c(C(F)(F)F)cc(-c3ccco3)nc12	-2.5	174	2.5	174	0.1	81.8	81.7	4.5%	0.7%
O=C(CN1C(=O)COc2ccccc21)NCCC1=CCCCC1	nt	nt	nt	nt	3.8	102.7	98.8	3.6%	-14.6%
Cc1sc2c(=O)n3c(nc2c1C(=O)NC1CCCCC1)CCCCC3	9.4	131	-9.4	131	-2.8	38.7	41.5	9.1%	-1.0%
Cc1ccccc1Nc1nnc(SCc2cc([N+](=O)[O-])cc3c2OCOC3)s1	-4.8	141	4.8	141	nt	nt	nt	-95.6%	-30.9%
CC1(C)N([O-])C(c2cccs2)=C[N+]1=O	-13.3	122	13.3	122	4.8	84.3	79.5	8.0%	10.1%
CC(=O)NCCC(Cc1ccccc1)c1ccco1 (stereo not given)	0.2	125	-0.2	125	4.5	96.4	91.9	nt	nt
CC(=O)c1cc2c(cc1NC(=O)CN1CCN(c3ccc(F)cc3)CC1)OCO2	-11.3	122	11.3	122	2.7	75.4	72.7	19.4%	8.6%
Cc1ccc(-n2nnnc2SCc2nnc(-c3ccccc3Br)o2)c(C)c1	nt	nt	nt	nt	17.1	96.9	79.8	-12.9%	-14.0%
CCOCCCNC(=O)c1ccc(Br)cc1	-4.5	160	4.5	160	14.8	93.9	79.1	-8.5%	8.5%
CCOC(=O)c1c(C(C#N)C#N)cc(C)nc1C	5.1	97	-5.1	97	18.2	95.0	76.7	-1.7%	-2.0%
CCCCSc1nc(C)cc(C)c1S(=O)(=O)c1ccccc1C	-6.8	108	6.8	108	nt	nt	nt	15.2%	-5.0%
CCn1cc(Br)c(C(=O)N(C)Cc2ccccc2)n1	-20.4	124	20.4	124	0.0	85.0	84.9	16.9%	-8.1%
Cc1[nH]c2ccc(Br)cc2c(=O)c1CN1CCCCC1	5.7	89	-5.7	89	6.2	92.5	86.3	21.1%	0.8%
O=C(O)c1ccccc1NCc1ccncc1	-3.3	126	3.3	126	nt	nt	nt	4.2%	-0.4%
N#Cc1c(C(F)(F)F)cc(C2CC2)[nH]c1=O	nt	nt	nt	nt	11.7	103.0	91.3	12.9%	-0.6%
O=C(OCN1C(=O)c2ccccc2C1=O)c1cccs1	1.8	165	-1.8	165	-10.9	101.0	111.9	-13.1%	-4.3%
COC(=O)[C@H](CCSC)NC(=O)NCc1ccccn1	-5.5	136	5.5	136	8.4	95.9	87.6	-4.6%	7.0%
CCOc1ccc(C(=O)Nc2cc(C)on2)cc1OCC	-5.0	98	5.0	98	25.0	91.8	66.8	21.2%	-17.3%
O=C(C1CC(c2ccc(F)cc2)=NO1)N1CCc2ccccc2C1 (stereo not given)	-2.3	151	2.3	151	7.8	97.2	89.4	25.2%	-1.8%
Cc1nc2ccc(S(=O)(=O)NCC(=O)NCCN3CCCCC3C)cc2s1 (stereo not given)	-10.3	122	10.3	122	3.2	92.5	89.3	-8.0%	-10.3%
CCOC(=O)N1CCC(n2c(SCC(=O)OCc3ccccc3)nc3ccsc3c2=O)CC1	2.0	175	-2.0	175	27.9	63.3	35.4	-31.4%	5.9%
CCOC(=O)N1CCN(C(c2ccc(C(C)C)cc2)c2sc3nc(C)nn3c2O)CC1 (stereo not given)	nt	nt	nt	nt	10.4	102.6	92.2	-68.3%	0.2%
CCOc1ccccc1-n1c(SCC(N)=O)nnc1-c1cccnc1	nt	nt	nt	nt	nt	nt	nt	-6.4%	-15.4%
O=C(O)c1ccc(NC(=O)C2CCCCC2)cc1	-10.1	150	10.1	150	-38.4	99.2	137.6	8.9%	-0.2%
COCC(=O)NC1CCN(C(=O)Nc2ccc(Br)cc2)CC1	1.1	131	-1.1	131	-4.8	90.6	95.4	-43.5%	-0.8%
CC(C)(C)n1ncc2c(=O)n(CC(=O)c3ccccc3)cnc21	9.1	172	-9.1	172	-5.2	79.6	84.7	nt	nt
COc1cccc2c1OC1(C)CC2/C(=C(\C)O)C(=O)N1 (stereo not given)	1.2	168	-1.2	168	nt	nt	nt	-5.1%	-0.3%
Cc1noc(C)c1COc1ccc(C(=O)OCC(=O)NC23CC4CC(CC(C4)C2)C3)cc1	-6.9	206	6.9	206	11.7	102.1	90.4	-51.1%	-8.5%
CC(=O)N(CCC(Cc1ccccc1)c1ccc2c(c1)OCO2)Cc1ccccc1F (stereo not given)	-7.1	146	7.1	146	nt	nt	nt	-21.3%	-0.8%
COc1ccc(CCN2C(=O)c3[nH]nc(-c4ccccc4O)c3C2c2cccc(Cl)c2)cc1 (stereo not given)	1.2	153	-1.2	153	-48.0	22.6	70.5	-3.2%	2.1%
Cc1ccc(NC(=O)NC2CCCN2S(=O)(=O)c2ccc(Cl)cc2)cc1 (stereo not given)	4.5	165	-4.5	165	10.1	86.8	76.6	-88.2%	10.2%
O=C(c1ccc(CN2CCOCC2)cc1)N1CCN(c2cccc(Cl)c2)CC1	-13.5	165	13.5	165	-14.8	72.1	86.9	-71.7%	1.2%
COc1cccc(NC(=O)CN2C(=O)C3(OCCCO3)c3ccccc32)c1	-5.6	104	5.6	104	nt	nt	nt	1.1%	-4.3%
O=C(O)/C=C/C(=O)NNC(=O)c1ccccc1Br	9.0	170	-9.0	170	nt	nt	nt	-14.9%	-8.0%
COCCNC(=O)c1ccc2c(c1)nc(C)n2-c1cc(OC)c(OC)c(OC)c1	-5.7	182	5.7	182	6.9	93.7	86.8	-19.9%	-1.2%
O=C(NCc1ccncc1)Nc1ccccc1	6.0	43	-6.0	43	9.2	99.0	89.9	-16.5%	15.6%

Structural class, those above with a tert-butyl group.
SMILES	NFkB transloc inh	NFkB transloc inh cell count 2 µM	NFkB transloc pot	NFkB transloc pot cell count 2 µM	MRP resist rev	MRP resist rev cytotoxicity	MRP resist rev with doxorubicin	PLAP inhibition	Bcl-B displacement
CC(C)(C)NS(=O)(=O)c1ccc(CCC(=O)NCc2ccc3c(c2)OCO3)cc1	-4.1	122	4.1	122	9.3	98.1	88.8	nt	nt
CC(C)(C)n1ncc2c(=O)n(CC(=O)c3ccccc3)cnc21	9.1	172	-9.1	172	-5.2	79.6	84.7	nt	nt

An excerpt. The share of hits here may be higher or lower than overall.
